# Screening results as filed in PubChem.
# TRPC4 PAM = allosterically enhances the mouse TRPC4 cation channel. hit rate 0.42% among 310,000. AID 2227. B-score at 10 µM. HEK293 TRPC4beta/mu-opioid, DAMGO EC20, Fluo-4 Ca2+ flux; active compounds read high;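 active means B-score of calcium response area above 5 SD of library B-scores, with initial fluorescence ratio within 5 SD of library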;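 further: B-score of integrated fluorescence ratio over time as area under calcium response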
# DYRK1A inh = blocks rat Dyrk1A kinase activity; hit rate 0.43% among 310,000; ADP-Glo luminescence, NFATc1 peptide; inhibition, % at 12.5 µM; in the data active means inhibition above about 50%;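 further: plate controls were vehicle with enzyme for no effect and no enzyme for full effect; many of its hits are not listed in these tables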
# KCNK9 inh = blocks the human KCNK9 two-pore domain potassium channel; Q9NPC2; HEK293 KCNK9, FluxOR thallium flux fluorescence; active compounds read low; B-score at 10 µM; hit rate 1.2% among 310,000;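 active means ratio B-score over 3 SD below the library mean, with starting fluorescence within 5 SD of its mean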;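 further: negative B-score means less thallium flux so channel inhibition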
# hERG rescue = compounds protecting human hERG from proarrhythmic drug block; Q12809; CHO-hERG, FluxOR thallium flux, dofetilide IC70 present; activation (rescue from dofetilide block), less the hit threshold, % at 10 µM; hit rate 0.51% among 310,000; AID 1511;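 active means activation above the mean of controls blocked by dofetilide plus 5 SD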;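 further: thallium influx through hERG after potassium depolarization seen as dye fluorescence rise; in these data hits start at about 4.7%; inactives centre near -7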
# TRPC4 inh = inhibitors of mouse TRPC4 channel | Q9QUQ5 | HEK293 TRPC4beta/mu-opioid, DAMGO-evoked Fluo4 calcium flux; active compounds read low | B-score at 10 µM | hit rate 0.39% among 300,000 | AID 2247;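 active means B-score over 3 SD under the library average, no early fluorescence shift, positive overall ratio signal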
#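 Assay system: Stable TRPC4beta/mu-opioid receptor HEK293 cells | Reagent: DAMGO in two steps, submaximal then maximal | Compound dosing: Single concentration per test compound | Signal: Fluo4 Ca2+ flux fluorescence | Evaluation: Per-well B score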
# KCNK3 inh = human KCNK3 channel inhibition, primary screen; CHO-KCNK3 thallium flux, FluxOR fluorescence; active compounds read low; B-score at 10 µM; hit rate 0.84% among 340,000; AID 602410;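 active means B-score under library mean minus 4 SD, starting fluorescence ratio at most library mean plus 5 SD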;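 further: more negative B-score means stronger inhibition of thallium flux through KCNK3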
# Target sequence (O14649 whole entry, looked up): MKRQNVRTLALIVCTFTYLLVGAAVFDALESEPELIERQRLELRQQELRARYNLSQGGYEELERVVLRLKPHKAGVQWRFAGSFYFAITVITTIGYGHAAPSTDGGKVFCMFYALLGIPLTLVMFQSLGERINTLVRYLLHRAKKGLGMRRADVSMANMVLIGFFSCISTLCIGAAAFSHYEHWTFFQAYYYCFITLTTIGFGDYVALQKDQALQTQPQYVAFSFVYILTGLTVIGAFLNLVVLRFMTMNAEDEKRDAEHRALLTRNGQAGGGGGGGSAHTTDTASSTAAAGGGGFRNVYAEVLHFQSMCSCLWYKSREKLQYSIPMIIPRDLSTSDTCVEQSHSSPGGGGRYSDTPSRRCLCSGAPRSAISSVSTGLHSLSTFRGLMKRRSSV
# TRPC4 agonist = activators of mouse TRPC4 channel; B-score at 10 µM; Q9QUQ5; HEK293 TRPC4beta/mu-opioid, Fluo4 calcium fluorescence; active compounds read high; hit rate 0.49% among 310,000;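 active means B-score above 5 SD of library B-scores, and initial fluorescence ratio not above library mean plus 5 SD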;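 further: positive B-score marks a calcium rise read as TRPC4 activation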
#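 Test system: HEK293 cells stably co-expressing mouse TRPC4beta and mu-opioid receptor | Schedule: Fluo4 dye loading 45 min at room temperature, 110 s recording | Measured by: Kinetic Fluo4 calcium fluorescence, 5 s baseline at 1 Hz | Evaluation: B score of integrated ratio | Controls: Buffer (low) and maximal DAMGO (high)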
# Platelet DG rel = platelet dense granule release activity | human platelet-rich plasma, SFLLRN dense granule ATP release, luminescence | inhibition, %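 (compounds screened at 7.5 µM in platelet-rich plasma)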 | hit rate 0.22% among 300,000 | AID 1663;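 active means mean replicate score, as percent of positive control, at or above 50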
# KCNQ1 inh = human KCNQ1 channel inhibition. CHO-K1 KCNQ1, FluxOR thallium flux fluorescence; active compounds read high. P51787. B-score at 10 µM. hit rate 1.3% among 310,000. AID 2642;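 active means compounds whose thallium flux B-score, printed positive for inhibition, exceeds three library SD while starting fluorescence stays within three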;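 further: channel opened by potassium depolarization with thallium stimulus after 20 min compound exposure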
# Target sequence (P51787 whole entry, looked up): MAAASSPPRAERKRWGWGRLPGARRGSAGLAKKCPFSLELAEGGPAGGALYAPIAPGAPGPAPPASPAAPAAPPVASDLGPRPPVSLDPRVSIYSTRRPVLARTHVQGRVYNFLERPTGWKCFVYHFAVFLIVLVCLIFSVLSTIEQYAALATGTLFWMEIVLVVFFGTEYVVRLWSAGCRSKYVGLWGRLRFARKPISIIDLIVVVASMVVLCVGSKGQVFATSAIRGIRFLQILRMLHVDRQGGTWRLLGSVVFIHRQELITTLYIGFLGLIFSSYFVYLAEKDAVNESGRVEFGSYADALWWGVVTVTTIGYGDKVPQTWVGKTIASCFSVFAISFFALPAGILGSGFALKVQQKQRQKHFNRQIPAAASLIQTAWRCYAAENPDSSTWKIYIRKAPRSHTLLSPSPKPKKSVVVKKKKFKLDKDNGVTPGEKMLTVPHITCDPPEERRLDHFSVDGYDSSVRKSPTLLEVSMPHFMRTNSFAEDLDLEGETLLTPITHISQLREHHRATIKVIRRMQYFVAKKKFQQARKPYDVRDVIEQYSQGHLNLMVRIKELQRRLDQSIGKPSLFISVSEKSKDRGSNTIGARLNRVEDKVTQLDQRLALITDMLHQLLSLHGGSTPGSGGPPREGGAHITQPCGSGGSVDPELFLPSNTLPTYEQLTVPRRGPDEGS
# KCNQ1 pot = potentiates or activates the human KCNQ1 potassium channel. hit rate 0.35% among 310,000. P51787. B-score at 10 µM. CHO-K1 KCNQ1, thallium flux FluxOR fluorescence; active compounds read high;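 active means fluorescence ratio B-score, a plate-corrected score, at least three library SD, with initial intensity B-score within 5 SD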
#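 Medium – assay buffer, equal DMSO in all wells · Material – CHO-K1 cell line with stable KCNQ1 potassium channel expression · Signal – kinetic FluxOR thallium fluorescence, 10-s 1-Hz baseline, 110-s post-stimulus read · Compound – single concentration per compound, DMSO matched to controls · Schedule – 37 °C overnight plating, 90-min dark dye load, 20-min compound pretreatment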
# PolyA inhibitor = blocks polyadenylation in yeast reporter cells; AID 1875; S. cerevisiae SKY197-pL101 polyadenylation reporter, beta-gal luminescence; efflux-impaired pdr1/pdr3 knockout yeast; score 100 = 6 SD above DMSO; hit rate 0.02% among 300,000; calls only at 12 µM;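 active means lowest replicate activity score at least 50, where 100 means six control SD above control mean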;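 further: yeast exposed to compound for 9 h at 30 °C; higher score means more reporter readthrough which indicates perturbed polyadenylation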
# The depositor's hits bear a star; i = inactive; . = no result given.
molecule | TRPC4 PAM | DYRK1A inh | KCNK9 inh | hERG rescue | TRPC4 inh | KCNK3 inh | TRPC4 agonist | Platelet DG rel | KCNQ1 inh | KCNQ1 pot | PolyA inhibitor
Cc1cc(C)cc(Oc2coc3cc(OC(=O)c4cccnc4)ccc3c2=O)c1 | i | 2 | i | -7 | i | i | i | -10 | i | i | i
CC1(CC(=O)O)SC(=O)NC1=O (centres undefined) | i | -1 | i | -14 | i | i | i | -2 | i | i | i
COc1ccc(-n2cc(-c3ccccc3)nc2SC)cc1 | i | 2 | i | -15 | i | i | i | 7 | 6* | i | i
COc1ccc(N(CC(=O)Nc2ccccc2C)S(=O)(=O)c2c(C)[nH]c(=O)[nH]c2=O)cc1 | i | -4 | i | 0 | i | i | i | 0 | i | i | i
COc1ccc(-c2ocnc2C(=O)Nc2ccc(N3CCOCC3)cc2N2CCOCC2)cc1OC | i | 0 | i | -3 | i | i | i | 16 | i | i | i
C/C(Cn1nnc2ccccc21)=N\OC(=O)c1ccccc1C | i | -7 | i | -7 | i | i | i | -1 | i | i | i
O=C(NC(=S)Nc1ccc(S(=O)(=O)NC2CCCCC2)cc1)c1cccs1 | i | 11 | i | -12 | i | i | i | 0 | i | i | i
COc1ccc(NC(=O)c2ccc(CN(c3cc(Cl)ccc3C)S(=O)(=O)c3ccccc3)cc2)cc1OC | i | 0 | i | -11 | i | i | i | 6 | i | i | i

# Limited to KCNQ1 pot, for some of the entries so far:
structure	KCNQ1 pot
COc1ccc(N(CC(=O)Nc2ccccc2C)S(=O)(=O)c2c(C)[nH]c(=O)[nH]c2=O)cc1	i
COc1ccc(-c2ocnc2C(=O)Nc2ccc(N3CCOCC3)cc2N2CCOCC2)cc1OC	i

# The results go on.
molecule | TRPC4 PAM | DYRK1A inh | KCNK9 inh | hERG rescue | TRPC4 inh | KCNK3 inh | TRPC4 agonist | Platelet DG rel | KCNQ1 inh | KCNQ1 pot | PolyA inhibitor
N#C/C(=N\O)c1nc2ccccc2[nH]1 | i | 22 | i | -12 | i | i | i | 6 | i | i | i
CCc1c(C)c(C#N)c2nc3ccccc3n2c1NCc1ccccn1 | i | 1 | i | -17 | i | i | i | 9 | i | i | i
N/C(=C\C(=O)c1cc(Cl)ccc1O)C(Cl)(Cl)Cl | i | 2 | i | -7 | i | i | i | 6 | i | i | i
CCOC(=O)N1CCN(CC(O)COc2ccc(C(C)C)c(C)c2)CC1 (centres undefined) | i | 0 | i | -3 | i | i | i | 2 | i | i | i
Nc1nnc(SCCOc2ccccc2)s1 | i | 8 | i | -7 | i | i | i | 3 | i | i | i
CCN(CCCCN1C(=O)c2ccccc2C1=O)c1ccc2c(c1)C(=O)N(C)C2=O | i | -2 | i | -19 | i | i | i | 9 | i | i | i
Cc1ccc(-n2c(SCC(=O)NCc3ccco3)nc3sc(C)c(C)c3c2=O)cc1 | i | 1 | i | -3 | i | i | i | 4 | i | i | i
CC(Sc1nc2ncc(Cl)cc2[nH]1)C(=O)Nc1ccc(C(N)=O)cc1 (centres undefined) | i | -3 | i | -13 | i | i | i | 0 | i | i | i
NC(=O)c1ccccc1NC(=O)c1ccoc1 | i | 4 | i | -6 | i | i | i | -28 | i | i | i
O=C(Nc1ccccc1N1CCOCC1)c1ccc2c(c1)OCCO2 | i | . | i | -6 | i | i | i | -6 | i | i | i
O=C(O)c1ccc(N=NN2CCOCC2)cc1 | i | 1 | i | -4 | i | i | i | 4 | i | i | i
S=c1[nH]nc(-c2cc3ccccc3o2)n1Cc1ccccc1 | i | 48 | i | -5 | i | i | i | -3 | i | i | i
CC1CN(CCCCOc2ccc3ccccc3c2)CC(C)O1 (centres undefined) | i | 3 | i | -10 | i | i | i | 1 | i | i | i
O=C(c1ccc(CSc2ccccc2)cc1)N1CCCCCC1 | i | 4 | i | -5 | i | i | i | 4 | i | i | i
COc1ccccc1/C=C1\SC(=O)N(CCC(=O)NCCCn2ccnc2)C1=O | i | 6 | i | -11 | i | i | i | 1 | i | i | i
Cc1nc2ccc([N+](=O)[O-])cc2c(=O)n1Cc1ccc(Cl)cc1 | i | . | i | -2 | i | i | i | -3 | i | i | i
CCC(=O)Nc1c2c(nn1-c1ccc(C)cc1)CS(=O)(=O)C2 | i | -2 | i | -10 | i | i | i | 9 | i | i | i
O=C(O)C1CCCN(CCC=C(c2ccccc2)c2ccccc2)C1 (centres undefined) | i | 4 | i | -4 | i | i | i | 1 | i | i | i
CCSc1nnc(NC(=O)[C@@H](NC(=O)c2cccc(C)c2)C(C)C)s1 | i | 0 | i | -4 | i | i | i | -27 | i | i | i
CCOC(=O)c1sc2nc(SC)nc(-c3ccccc3)c2c1N | i | 3 | i | -7 | i | i | i | 3 | i | i | i
CC1CCc2c(sc3ncnc(SC(C)C(=O)NCC4CCCO4)c23)C1 (centres undefined) | i | 9 | i | -12 | i | i | i | -7 | i | i | i
CCN(Cc1ccccc1)C(=O)CCCOc1ccccc1 | i | -16 | i | -4 | i | i | i | -2 | i | i | i
Cc1ccc(C2(c3noc(CN4C[C@@H](C)O[C@@H](C)C4)n3)CCCC2)cc1 | i | -3 | i | -11 | i | i | i | 5 | i | i | i
CC(=O)C1=C(C)NC2=C(C(=O)c3ccccc32)C1c1ccccc1 (centres undefined) | i | 8 | i | -15 | i | i | i | -5 | i | i | i
CN(C)c1ccc(C(=S)N2CCCCC2)cc1 | i | 1 | i | -5 | i | i | i | 0 | i | i | i
CCCCCSc1nnc2c(n1)OC(c1cccn1C)N(C(C)=O)c1ccccc1-2 (centres undefined) | i | 4 | -9.7* | -11 | i | i | 193* | -6 | i | i | i
O=C(c1ccc(F)cc1)c1c[nH]c(C(=O)NCc2cccnc2)c1 | i | 3 | i | -13 | i | i | i | -3 | i | i | i
COc1ccc(/C=C(/C(=O)Nc2ccccc2C(=O)NC(C)C)c2ccccc2)cc1 | i | 1 | i | -13 | i | i | i | -2 | 6* | i | i
O=C(NCc1ccco1)c1cnccn1 | i | 5 | i | -10 | i | i | i | 7 | i | i | i
Cc1ccc(-c2n[nH]c(=S)n2/N=C/c2ccc(C)s2)cc1 | i | -2 | i | -6 | i | i | i | 0 | i | i | i
O=C1CCCc2c1sc1nc3n(c(=O)c21)CCCCC3 | i | 4 | i | -4 | i | i | i | 0 | i | i | i
O=S(=O)(c1ccc(Cl)cc1)c1nc(-c2ccccc2F)oc1NCCN1CCOCC1 | i | 3 | i | -12 | i | i | i | -1 | i | i | i

# Compound profiles (already shown). Order of values: TRPC4 PAM | DYRK1A inh | KCNK9 inh | hERG rescue | TRPC4 inh | KCNK3 inh | TRPC4 agonist | Platelet DG rel | KCNQ1 inh | KCNQ1 pot | PolyA inhibitor
# `Cc1ccc(-c2n[nH]c(=S)n2/N=C/c2ccc(C)s2)cc1` reads i | -2 | i | -6 | i | i | i | 0 | i | i | i
# `O=C(NCc1ccco1)c1cnccn1` reads i | 5 | i | -10 | i | i | i | 7 | i | i | i
# `O=C(c1ccc(F)cc1)c1c[nH]c(C(=O)NCc2cccnc2)c1` reads i | 3 | i | -13 | i | i | i | -3 | i | i | i
# `COc1ccc(/C=C(/C(=O)Nc2ccccc2C(=O)NC(C)C)c2ccccc2)cc1` reads i | 1 | i | -13 | i | i | i | -2 | 6* | i | i
# `CN(C)c1ccc(C(=S)N2CCCCC2)cc1` reads i | 1 | i | -5 | i | i | i | 0 | i | i | i

# Later entries:
molecule | TRPC4 PAM | DYRK1A inh | KCNK9 inh | hERG rescue | TRPC4 inh | KCNK3 inh | TRPC4 agonist | Platelet DG rel | KCNQ1 inh | KCNQ1 pot | PolyA inhibitor
Cc1ccc(Oc2ccc(NC(=O)CSc3n[nH]c(N)n3)cc2)cc1 | i | 1 | i | -2 | i | i | i | 15 | i | i | i
C=CCOc1ccc(Br)cc1CNC(C)(C)CO | i | 1 | i | -13 | -7* | i | i | 1 | i | i | i
COc1ccc(C(C)=O)cc1CC(=O)Nc1ccc2c(c1)CCC2 | i | -2 | i | -5 | i | i | i | -5 | i | i | i
CN1CCN(C2=Cc3ccc(Cl)cc3Sc3ccc(F)cc32)CC1 | i | 5 | i | -18 | i | i | i | -8 | 6* | i | i
CC12CCC(C(=O)N3CCN(Cc4ccccc4)CC3)(OC1=O)C2(C)C (centres undefined) | i | 4 | i | -3 | i | i | i | 1 | i | i | i
Cc1cc(C)c2nc(NC(=O)c3ccco3)sc2c1 | i | -7 | i | -6 | i | i | i | -1 | i | i | i
Cn1cccc1Cc1nnc(SCC(=O)N2CCCCCC2)n1CCc1ccccc1 | i | -2 | i | -5 | i | i | i | 2 | i | i | i
Cc1onc(-c2ccccc2)c1C(=O)Nc1ccc(S(=O)(=O)NC(C)(C)C)cc1 | i | 1 | i | -4 | i | i | i | -6 | i | i | i
O=c1c2cn(Cc3ccccc3)c3ccccc3c-2nn1Cc1ccc(F)cc1Cl | i | 4 | i | -9 | i | i | i | -1 | i | i | i
CCOC(=O)c1cccc(NC(=O)C2CCCN2S(=O)(=O)c2cccc3cccnc23)c1 (centres undefined) | i | 10 | i | -2 | i | i | i | -3 | i | i | i
COc1ccc(OC)c(NC(=O)c2ccc(OC3CSC3)cc2)c1 | i | 0 | i | -5 | i | -9.1* | i | -8 | i | i | i
O=S(=O)(c1ccc(Cl)cc1)N1CCSC1c1ccco1 (centres undefined) | i | 6 | i | -9 | i | i | i | 9 | i | i | .
COc1cc(OCC(=O)NC(C)C)cc2c1C(=O)O[C@@H](C)CCCC(=O)CCCCC2 | i | -5 | i | -4 | i | i | i | 3 | i | i | i
O=C(Cc1cc2ccccc2o1)NCc1ccc(F)cc1 | i | 4 | i | -4 | i | i | i | . | i | i | i

# A portion of the library; the hit share may differ from the screen's.
